Mtb BioA inh = inhibitors of Mycobacterium tuberculosis BioA enzyme | purified M. tuberculosis BioA enzyme, plate reader | inhibition, % at 9.99 µM | 360,000 compounds, 0.096% hits | AID 602481; in the data active = inhibition above about 40%; inconclusive = no clear call, values can overlap the other calls
CCHF vOTU inh = blocks the CCHF virus ovarian tumor domain protease | CCHFV vOTU protease, Pep-AMC fluorescence | inhibition, % at 11.5 µM | 370,000 compounds, 0.55% hits | AID 651958; note: 0% = vehicle wells with enzyme and 100% = no enzyme wells
Mtb FBA inh = inhibits M. tuberculosis FBA enzyme | purified M. tuberculosis FBA, fluorescence read-out | P9WQA3 | 360,000 compounds, 2.3% hits | inhibition, % at 1 µM; in the data active = inhibition above about 27%;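 note: 0% = vehicle and 100% = reference inhibitor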
Target sequence (P9WQA3 whole entry, looked up): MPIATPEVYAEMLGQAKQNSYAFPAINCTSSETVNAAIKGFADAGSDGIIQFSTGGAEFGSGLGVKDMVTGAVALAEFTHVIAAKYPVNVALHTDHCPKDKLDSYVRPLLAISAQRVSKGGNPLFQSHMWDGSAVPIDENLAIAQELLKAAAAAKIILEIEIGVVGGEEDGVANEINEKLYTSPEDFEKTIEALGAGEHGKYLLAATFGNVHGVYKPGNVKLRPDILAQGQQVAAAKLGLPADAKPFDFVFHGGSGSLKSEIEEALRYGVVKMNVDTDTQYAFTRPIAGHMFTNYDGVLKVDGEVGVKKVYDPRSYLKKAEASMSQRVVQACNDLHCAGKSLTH
GDH-TPI inh = inhibits GDH-TPI coupling enzymes, artifact for Mtb FBA screen; GDH-TPI coupled enzyme counterscreen, NADH absorbance; inhibition, % at 4.8 µM; 360,000 compounds, 1.2% hits; AID 588335;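 note: 0% = DMSO wells and 100% = wells lacking the enzyme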
FadD28 FP inh = inhibitors of Mycobacterium tuberculosis FadD28 bisubstrate binding | FadD28 bisubstrate probe binding, fluorescence polarization | inhibition, % at 12.5 µM | 360,000 compounds, 0.22% hits; in the data active = inhibition above about 8.5%, passing the limit was not always enough; inconclusive = no clear call, values can overlap the other calls
BoNT A protease = BoNT A light chain protease inhibition. inhibition, % at 10 µM. multiplex microsphere protease substrate cleavage, flow cytometry. 360,000 compounds, 0.17% hits. AID 588499; in the data active = inhibition above about 30%; inconclusive = no clear call, values can overlap the other calls; note: plate controls were buffer without enzyme for full effect and enzyme alone for no effect
BoNT F protease = inhibitors of Botulinum neurotoxin F light chain protease. Multiplex microsphere protease cleavage assay, flow cytometry. inhibition, % at 10 µM. AID 588497. 360,000 compounds, 0.22% hits; in the data active = inhibition above about 35%, passing the limit was not always enough; inconclusive = no clear call, values can overlap the other calls; note: plate controls were buffer without enzyme for full effect and enzyme alone for no effect
Mtb UGM inh = inhibitors of M. tuberculosis UDP-galactopyranose mutase; purified UGM, fluorescence polarization probe displacement; P9WIQ1; inhibition, % at 10 µM; AID 504406; 320,000 compounds, 0.06% hits; in the data active = inhibition above about 10%, passing the limit was not always enough; inconclusive = no clear call, values can overlap the other calls
Target sequence (P9WIQ1 whole entry, looked up): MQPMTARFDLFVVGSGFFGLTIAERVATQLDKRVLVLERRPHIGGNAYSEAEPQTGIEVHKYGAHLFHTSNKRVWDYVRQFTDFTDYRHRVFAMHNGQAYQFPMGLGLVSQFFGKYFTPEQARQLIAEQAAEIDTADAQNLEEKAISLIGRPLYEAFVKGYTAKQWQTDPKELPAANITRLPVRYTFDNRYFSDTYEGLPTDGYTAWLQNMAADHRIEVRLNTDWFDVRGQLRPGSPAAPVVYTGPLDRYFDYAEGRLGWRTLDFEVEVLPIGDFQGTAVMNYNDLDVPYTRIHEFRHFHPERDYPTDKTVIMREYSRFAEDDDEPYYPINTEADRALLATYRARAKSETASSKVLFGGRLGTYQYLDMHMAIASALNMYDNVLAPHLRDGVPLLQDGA
PrPC TRFRET = reduces human prion protein on the cell surface; P04156; cell surface PrPC, TR-FRET read-out; inhibition, % at 13.8 µM; 370,000 compounds, 0.43% hits; AID 720596; in the data active = inhibition above about 24%; note: 0% = median of the test wells and 100% = reference compound wells
Active calls of the source: *; ? = inconclusive; · = not tested or not shown; + = active, no number. Cut-off read from the data, not from the text of the source, unless noted: active = inhibition above about 30%; inactive = the rest.

The first 14 compounds as a preview:
SMILES	Mtb BioA inh	CCHF vOTU inh	Mtb FBA inh	GDH-TPI inh	FadD28 FP inh	BoNT A protease	BoNT F protease	Mtb UGM inh	PrPC TRFRET
CSc1ccccc1-n1nnnc1SCC(=O)Nc1ccccc1C	1.0	8	-1	8	-4.0	-0.3	-1	-2.0	-1
COc1ccc(C(C(=O)NCc2ccccc2)N(Cc2ccc3c(c2)OCO3)C(=O)c2cnccn2)cc1 (stereo not drawn)	0.1	-18	1	2	-0.5	-0.2	-3	-0.9	-1
O=C(CN1CCN(c2ccccn2)CC1)Nc1cccc(F)c1	1.3	-12	·	·	0.6	1.0	-22	-0.3	4
CC(NS(=O)(=O)c1ccc(Cl)c(Cl)c1)C(=O)Nc1cccnc1 (stereo not drawn)	3.2	5	3	3	1.2	-6.3	-6	-2.3	10
ON=C(c1ccccc1)c1ccc2c3c(cccc13)CC2	-1.2	5	2	8	0.2	0.1	-2	·	-7
COc1ccc(-c2noc(COc3ccc4c(c3)OCO4)n2)cc1OC	·	4	1	9	-1.0	0.6	-6	0.0	8
COc1ccc(C2=NN(C(=O)CCC(=O)O)C(c3ccccc3)C2)cc1 (stereo not drawn)	2.4	-2	4	3	0.8	0.6	17	·	-1
O=[N+]([O-])c1ccc(NN=C(C2CC2)C2CC2)c([N+](=O)[O-])c1	-0.2	0	-3	8	-1.2	0.0	2	·	-12
CN(C)c1cccc(NC(=O)Cc2ccc(F)cc2)c1	-2.0	4	1	4	-2.4	-1.2	-10	-1.9	8
O=C(Nc1ccc2c(c1)OCCO2)C1CCN(S(=O)(=O)Cc2ccccc2)CC1	-4.4	2	-6	-8	-5.8	0.5	2	-2.3	3
Cc1cc(C)c2c(n1)nn1c(NCCOCCO)cc(C)nc21	0.3	-271	+	1	-3.6	0.3	3	1.0	3
Cn1c(=O)n(C)c2cc(/C=N/n3cnnc3)ccc21	·	-7	12	12	-4.3	1.3	5	-5.3	5
CCOc1ccc(N(CC(=O)Nc2ccc(OC)cc2)S(C)(=O)=O)cc1	-0.7	15	1	-3	-3.5	0.7	2	-0.1	15
COc1cc(C(N)=O)cc(Cl)c1OC	·	2	-1	-1	0.8	-0.2	3	1.8	-4

The list itself, previewed entries included:
SMILES	Mtb BioA inh	CCHF vOTU inh	Mtb FBA inh	GDH-TPI inh	FadD28 FP inh	BoNT A protease	BoNT F protease	Mtb UGM inh	PrPC TRFRET
CSc1ccccc1-n1nnnc1SCC(=O)Nc1ccccc1C	1.0	8	-1	8	-4.0	-0.3	-1	-2.0	-1
COc1ccc(C(C(=O)NCc2ccccc2)N(Cc2ccc3c(c2)OCO3)C(=O)c2cnccn2)cc1 (stereo not drawn)	0.1	-18	1	2	-0.5	-0.2	-3	-0.9	-1
O=C(CN1CCN(c2ccccn2)CC1)Nc1cccc(F)c1	1.3	-12	·	·	0.6	1.0	-22	-0.3	4
CC(NS(=O)(=O)c1ccc(Cl)c(Cl)c1)C(=O)Nc1cccnc1 (stereo not drawn)	3.2	5	3	3	1.2	-6.3	-6	-2.3	10
ON=C(c1ccccc1)c1ccc2c3c(cccc13)CC2	-1.2	5	2	8	0.2	0.1	-2	·	-7
COc1ccc(-c2noc(COc3ccc4c(c3)OCO4)n2)cc1OC	·	4	1	9	-1.0	0.6	-6	0.0	8
COc1ccc(C2=NN(C(=O)CCC(=O)O)C(c3ccccc3)C2)cc1 (stereo not drawn)	2.4	-2	4	3	0.8	0.6	17	·	-1
O=[N+]([O-])c1ccc(NN=C(C2CC2)C2CC2)c([N+](=O)[O-])c1	-0.2	0	-3	8	-1.2	0.0	2	·	-12
CN(C)c1cccc(NC(=O)Cc2ccc(F)cc2)c1	-2.0	4	1	4	-2.4	-1.2	-10	-1.9	8
O=C(Nc1ccc2c(c1)OCCO2)C1CCN(S(=O)(=O)Cc2ccccc2)CC1	-4.4	2	-6	-8	-5.8	0.5	2	-2.3	3
Cc1cc(C)c2c(n1)nn1c(NCCOCCO)cc(C)nc21	0.3	-271	+	1	-3.6	0.3	3	1.0	3
Cn1c(=O)n(C)c2cc(/C=N/n3cnnc3)ccc21	·	-7	12	12	-4.3	1.3	5	-5.3	5
CCOc1ccc(N(CC(=O)Nc2ccc(OC)cc2)S(C)(=O)=O)cc1	-0.7	15	1	-3	-3.5	0.7	2	-0.1	15
COc1cc(C(N)=O)cc(Cl)c1OC	·	2	-1	-1	0.8	-0.2	3	1.8	-4
COc1ccc(NC(=O)c2cc3ccc4c5ccccc5[nH]c4c3cc2O)cc1	-0.6	17	6	14	0.0	1.4	?	0.8	-6
CCOc1ccc(N(CC(=O)Nc2cc(OC)cc(OC)c2)S(=O)(=O)c2c(C)[nH]c(=O)[nH]c2=O)cc1	-0.1	2	-3	0	-2.5	2.6	3	2.3	-5
CN(Cc1ccccc1)C(=O)c1ccc(Nc2nc(C(N)Cc3ccc(C(F)(F)F)cc3)cs2)nc1 (stereo not drawn)	-0.2	14	0	7	-20	-0.1	-13	·	-19
Cc1cccc2cc(C3CC(c4cccs4)=NN3C(=O)CCC(=O)O)c(Cl)nc12 (stereo not drawn)	2.5	3	4	2	-1.4	-1.9	0	-0.4	0
CCOc1ccc(OCCOCCN2CCOCC2)cc1	3.7	15	2	0	-0.5	-0.5	16	3.0	2
CN1CCC2(CC1)N=C(c1ccc(F)cc1)C(=S)N2C(=O)c1ccccc1	·	1	-2	-4	-3.1	0.8	0	0.4	-5
CC(=O)Nc1ccc(S(=O)(=O)NCCC(=O)NNC(=O)c2ccncc2)cc1	·	15	-1	1	-2.1	-1.3	-1	0.5	6
CCOc1ccccc1-c1nc2c(s1)CCc1onc(-c3ccc(OC)cc3)c1-2	-2.1	11	3	8	-1.0	-0.3	-7	0.5	4
Cc1ccc(-n2c3c(c(=O)[nH]c2=S)C(C(F)(F)F)(C(F)(F)F)NC(=O)N3)cc1	-0.8	12	-1	9	-1.4	?	4	-0.2	4
CC(C)Cn1nc(C(=O)Nc2nnc(C3CC3)s2)c2ccccc2c1=O	0.5	0	6	10	-1.3	-2.3	-3	1.7	3
O=C(CCN1C(=O)COc2ccccc21)NCCCN1CCc2ccccc2C1	0.2	-2	3	6	0.0	-11	-15	1.7	-6
CCc1ccccc1NS(=O)(=O)c1ccc2c(c1)NC(=O)CC(=O)N2	0.3	3	2	0	1.4	0.0	-9	-1.8	6
COc1ccc(/C=C/C(=O)NCC(=O)N/N=C(\C)Cc2ccccc2)cc1	·	2	0	0	0.9	-0.6	-5	-0.4	-4
O=C1C(=O)N(Cc2cccnc2)C(c2cccc(F)c2)/C1=C(/O)c1ccc2c(c1)OCO2 (stereo not drawn)	1.5	-1	-1	16	-0.8	-1.9	1	-2.0	0
CCCCn1c(N)c(N(CC(C)C)C(=O)c2ccc3c(c2)NC(=O)C(C)S3)c(=O)[nH]c1=O (stereo not drawn)	-1.0	0	0	4	-2.3	2.1	6	-0.3	3
CCNC(=O)C1(C)CCN(C(=O)c2c(F)cccc2F)C1 (stereo not drawn)	-2.3	-2	-4	9	-4.2	-0.4	1	·	4
COc1ccc(C(=O)NCc2cnn(C)c2)cc1OC1CCN(C(C)C)CC1	-1.5	0	2	8	1.3	-0.4	-3	-0.4	-4
CCOc1ccc(N(CC(=O)NN=C2CCN(C)CC2)S(=O)(=O)c2ccc(Br)cc2)cc1	-2.5	0	4	4	-0.4	0.6	-12	5.1	5
Cc1ccccc1OCC(=O)N/N=C/c1cccc2cccnc12	-0.3	4	-1	3	-2.5	0.1	5	-0.6	7
CCOc1cc(OCC)cc(C(=O)NCc2ccco2)c1	-1.8	-5	-1	-1	-5.1	0.9	17	-0.5	-4
Brc1cccc2sc(N3CCN(c4ccccc4)CC3)nc12	·	11	-1	2	-3.6	-1.1	-6	2.4	8
Cc1ccnc(N/C=C/C(=O)c2ccc(Br)cc2)c1	1.1	14	-1	9	-2.5	0.2	-23	1.5	10
COc1cccc(C2/C(=C(\O)c3ccc4c(c3)OCCO4)C(=O)C(=O)N2CCCN2CCOCC2)c1OC (stereo not drawn)	-2.2	·	-5	15	-2.3	-0.2	-5	2.5	·
Cc1ccnc(N2CCCC(C(=O)Nc3nnc(C)s3)C2)n1 (stereo not drawn)	·	-2	5	-7	-0.5	0.0	-3	2.3	2
CC1CCC(C(C)C)C(OC(=O)Cn2c(COc3ccccc3)[n+](C)c3ccccc32)C1 (stereo not drawn)	6.8	29	7	4	-9.0	0.4	4	0.9	-4
COc1ccc(Cl)c(NC(=O)Nc2c(C)n(-c3ccccc3)c(=O)n2C)c1	2.2	10	3	7	-2.1	-0.5	-11	-2.2	-9
CCOc1ccc(N(CC(=O)N/N=C/c2ccc(OC(C)C)cc2)S(C)(=O)=O)cc1	2.9	6	-3	3	-1.1	0.3	2	-1.3	-1
C/C(=N\NC(=O)c1ccn(C)n1)c1cccc(NC(=O)c2ccncc2)c1	2.0	24	-3	-2	-0.5	1.7	8	-3.0	6
COc1cc2c(OC)cccc2cc1C(=O)O	-0.6	-19	65*	11	-0.4	-1.1	-19	1.4	-4
CC(=O)Nc1ccc(-c2ccc3nnc(C)n3n2)cc1	-0.3	2	4	11	-0.3	-0.2	0	0.2	-23
COc1ccc(Cc2nc3ccc(C(=O)N4CCCC4)cc3o2)cc1	0.3	7	-4	2	-0.8	1.8	7	3.2	-3
COc1ccc(-c2ccc(C(=O)N3CCN(C)CC3)c3occc23)c(C)c1	0.6	-8	13	7	-2.9	0.6	-7	·	0
Cc1noc(C)c1S(=O)(=O)N1CCC(C(=O)c2ccccc2)CC1	·	4	-1	-1	-0.2	0.1	2	2.1	5
CCOC(=O)C1CCN(S(=O)(=O)CCNC(=O)c2ccc(F)cc2)CC1	0.0	-9	-3	-4	-4.2	0.6	-1	0.8	-1
Cn1c(=O)n(C)c2cc(C(N)=O)ccc21	-0.7	-8	5	5	-3.6	0.0	-4	0.2	0
CCCCCCN1CCN(C2CN(Cc3cn(Cc4ccc(Cl)cc4)nn3)S(=O)(=O)C2)CC1 (stereo not drawn)	·	13	·	·	·	0.1	4	·	-5
COc1ccc(CNS(=O)(=O)NCc2ccccc2F)cc1	·	-9	0	-10	-3.5	-1.4	?	1.1	-2
CC1CCCN(C2(O)C(=O)Nc3ccc(Cl)cc32)C1 (stereo not drawn)	·	11	1	1	0.1	-7.0	-23	-4.1	4
CC1(C)Cc2c(sc3[nH]c(=S)n(Cc4ccccc4)c(=O)c23)CO1	-1.2	-5	-2	26	-1.2	-1.1	-3	2.0	3
CSc1nnc(C)c(=O)n1COC(=O)COc1ccc(F)cc1	·	-4	0	1	0.3	0.4	-9	0.9	3
CCCN1C(=O)c2ccc(C(=O)NCc3ccco3)cc2C1=O	-0.7	-7	0	9	-3.0	?	1	-2.1	-4
Oc1ccc(C23CC4CC(CC(C4)C2)C3)cc1O	0.1	10	3	6	0.7	1.0	20	2.1	-7
COCCCNC(=S)Nc1ccc(N2CCCCC2)cc1	-0.3	8	-1	12	0.5	-0.2	-6	-5.7	-2
CCCC(=O)N1CCN(C2=NS(=O)(=O)c3ccccc32)CC1	0.9	6	-2	-3	-0.7	?	-6	0.3	0
CC(C)c1cc(CN2CCN(CCC#N)CC2)cc(C(C)C)c1O	0.1	4	1	5	-0.4	-0.4	-12	-0.7	-12
O=[N+]([O-])c1cccc(C2=NCCS2)c1	-1.4	1	2	0	0.0	-0.6	-7	-1.8	-10
Cc1ccsc1/C=c1\sc2ncnn2c1=O	·	6	-3	6	-2.6	-1.8	-2	1.9	-8
CC(SCc1ccccc1)C(=O)Nc1ccc2c(c1)OCO2 (stereo not drawn)	1.9	1	2	3	-3.6	-1.0	-8	1.8	13
Cc1cccn2c(CN[C@@H]3CCCC[C@H]3c3ccccc3)c(C(=O)N3CCOCC3)nc12	0.5	-2	3	8	-2.3	-0.7	-11	0.8	-7
